Compound activity deposited in PubChem BioAssay by National Center for Advancing Translational Sciences (NCATS).
AMA1-RON2 inh = inhibitors of Plasmodium falciparum AMA1-RON2 interaction. AlphaScreen AMA1-biotinylated RON2 peptide binding. Potency, µM (top dose mostly 58.2 µM), without a hit: at the highest dose activity change, negative = inhibition, most hits filed as inhibitors. actives 0.2% (n = 360,000). AID 720542;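 also: potency is read from the fitted curve at half-maximal effect; 0% = vehicle wells and -100% = peptide control; nearly all actives have a fitted effect of over 45% in size; some results filed as inactive show a strong effect at the top dose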
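AMA1 (3D7) with his tag at 25 nM final met compounds first, then biotinylated RON2 peptide at 25 nM; detection used donor plus acceptor beads, 10 µg/mL apiece, read by AlphaScreen after 30 min at room temperature.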
Tb PYK inh = blocks Trypanosoma brucei pyruvate kinase; Q57TT1; TbPYK enzyme, Kinase-Glo Plus ATP luminescence, 45 min; Potency, µM (titrated, usually from 76.8 µM), for the others: at the highest dose activity, negative = inhibition, hits mostly inhibitors; actives 0.12% (n = 410,000); also: potency is read from the fitted curve at half-maximal effect; % is scaled to controls: 0 for no effect and ±100 for the full control effect; nearly all actives have a fitted effect of over 50% in size
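ADP (130 uM final) triggers the TbPYK reaction after compound addition; incubation is 45 min at room temperature. Kinase-Glo Plus is then added and luminescence imaged. Normalized data are fitted to concentration-effect curves.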
CHX counter = counter-screen hit for Shiga toxin inhibitors, cycloheximide; max response, %; cell reporter, cycloheximide protein synthesis inhibition counterscreen; actives 12% (n = 300,000); in the data active = max response mostly above about 13%, no sharp cut-off; inactive = mostly below about 14%; also: read at 38.3 µM for the half of the compounds with a filed dose; 0% is about no effect
Pf growth 96h = P. falciparum growth inhibition at 96 hour, primary screen for plastid delayed-death inhibitors | P. falciparum luciferase reporter growth, 96 h | Potency, µM (series often up to 28.7 µM), for inactives: top-dose activity change, negative = inhibition, actives largely listed as inhibitors | actives 6.9% (n = 320,000); also: potency is read from the fitted curve at half-maximal effect; % is scaled to controls: 0 for no effect and ±100 for the full control effect
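Compounds incubated with erythrocytes infected by luciferase-expressing P. falciparum (2% hematocrit, 0.05% parasitemia final) for 96 hours, 37 C in 5% CO2. Growth inhibition scored as decreased luciferase luminescence.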
Pf growth 48h = inhibits P. falciparum growth in the first generation, 48 h. P. falciparum luciferase growth in erythrocytes, 48 h. Potency, µM (top dose mostly 28.7 µM), without a hit: top-dose activity change, negative = inhibition, actives largely listed as inhibitors. actives 5.9% (n = 310,000); also: potency is read from the fitted curve at half-maximal effect; % is scaled to controls: 0 for no effect and ±100 for the full control effect
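Read-out is firefly luciferase luminescence from an integrated reporter in P. falciparum, so falling signal marks reduced parasite growth. Infected erythrocytes were at 2% hematocrit and 0.1% parasitemia (final) in Albumax-supplemented RPMI 1640.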
LmPK inhibitor = LmPK (Leishmania mexicana) enzyme inhibition. Potency, µM (highest dose often 57.5 µM), without a hit: at the highest dose activity change, negative = inhibition, most hits filed as inhibitors. AID 1721. Q27686. actives 0.37% (n = 290,000). purified LmPK, Kinase-Glo ATP luminescence, 1 h; also: potency is read from the fitted curve at half-maximal effect; % is scaled to controls: 0 for no effect and ±100 for the full control effect
Target sequence (Q27686 whole entry, looked up): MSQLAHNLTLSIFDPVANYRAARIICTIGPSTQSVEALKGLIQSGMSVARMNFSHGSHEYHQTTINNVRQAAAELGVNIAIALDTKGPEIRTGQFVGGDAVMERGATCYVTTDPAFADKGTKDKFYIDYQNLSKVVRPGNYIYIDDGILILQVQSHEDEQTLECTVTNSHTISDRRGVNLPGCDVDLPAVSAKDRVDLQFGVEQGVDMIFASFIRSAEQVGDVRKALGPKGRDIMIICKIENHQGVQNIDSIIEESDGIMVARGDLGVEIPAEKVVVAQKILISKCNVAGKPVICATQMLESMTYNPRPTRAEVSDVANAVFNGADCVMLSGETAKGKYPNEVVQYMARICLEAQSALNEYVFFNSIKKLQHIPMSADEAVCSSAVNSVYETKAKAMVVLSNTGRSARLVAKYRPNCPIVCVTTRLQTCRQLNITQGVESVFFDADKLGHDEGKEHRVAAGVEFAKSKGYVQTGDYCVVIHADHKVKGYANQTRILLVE
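ATP generated from ADP (0.1 mM) and PEP (0.5 mM) by 0.1 nM LmPK over 1 h at room temperature (pH 7.2 imidazole buffer) was detected by coupled luciferase luminescence. Values were normalized to uninhibited and no-enzyme wells.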
Shiga inhibitor = Shiga toxin inhibition; AID 2315; actives 9.2% (n = 290,000); Vero cells, Shiga toxin protein synthesis inhibition reporter; inhibition, % at 38.7 µM; in the data active = inhibition mostly above about 28%, no sharp cut-off; inactive = mostly below about 43%; also: 0% is about no effect
* = called active by the depositor; ? = inconclusive; . = not tested or not shown; & = joins results of further samples; [ ] = remark or other dose. Unless noted, calls follow the shape of the dose curve; as a rule, active = well fitted curve in the direction sought with a large enough effect; inconclusive = small, poorly fitted or top-dose-only effect, or another doubt; inactive = no such curve, though single readings can be large; an effect the other way counts as inactive or inconclusive. This is a random part of the collection. About 21% of those tested had a hit in this group.

SMILES	AMA1-RON2 inh	Tb PYK inh	CHX counter	Pf growth 96h	Pf growth 48h	LmPK inhibitor	Shiga inhibitor
COc1cccc(CN(C)CC(O)COC(c2ccccc2)c2ccccc2C)c1 (configuration not stated)	-26%	0%	-5	5.9µM*	8.3µM*	-1%	-9
COc1ccc2ccccc2c1/C=N/n1cnnc1	0%	-6%	6	-6%	36%	-10%	-3
CCn1cc(C(=O)NCC2COc3ccccc3O2)c2cc(OC)c(OC)cc2c1=O (configuration not stated)	-3%	-1%	-2	.	?	10%	4
O=C(NCc1cccnc1)C(=O)Nc1nc2ccccc2s1	28%	-2%	39*	51%[activator]	51%[activator]	-10%[11.5 µM]	93*
Cc1ccn2c(c1)nc(=O)c1cc(S(=O)(=O)N3CCOCC3)ccc12	-9%	1%	1	?	?	-6%	-3
CSc1nc2ccc(S(=O)(=O)Nc3c(C)n(C)n(-c4ccccc4)c3=O)cc2s1	27%	1%	-1	.	12%	0%	7
N#Cc1ccc(N2CCCNCC2)nc1	17%	-6%	-4	-1%	3%	-2%	-4
Cc1cc(C)n2c(SCCC(C)C)nnc2n1	-11%	-1%	19*	?	31%[activator]	1%	89
Cc1onc(-c2c(Cl)cccc2Cl)c1C(=O)Nc1nc(C(C)(C)C)cs1	?	0%	-1	10µM*	?	-1%	20
Cc1cc(C)c(-c2cc(NC(=O)COC(=O)c3ccc(NC(=O)CC#N)cc3)n(-c3ccccc3)n2)cc1C	-2%	9%	.	?	?	.	.

Quoted from the listing:
Result of COc1cccc(CN(C)CC(O)COC(c2ccccc2)c2ccccc2C)c1 (configuration not stated) under Tb PYK inh: 0%
Result of CSc1nc2ccc(S(=O)(=O)Nc3c(C)n(C)n(-c4ccccc4)c3=O)cc2s1 under Tb PYK inh: 1%
Result of O=C(NCc1cccnc1)C(=O)Nc1nc2ccccc2s1 under LmPK inhibitor: -10%[11.5 µM]

Returning to the listing; the two compounds before the break are reprinted first.
SMILES	AMA1-RON2 inh	Tb PYK inh	CHX counter	Pf growth 96h	Pf growth 48h	LmPK inhibitor	Shiga inhibitor
Cc1onc(-c2c(Cl)cccc2Cl)c1C(=O)Nc1nc(C(C)(C)C)cs1	?	0%	-1	10µM*	?	-1%	20
Cc1cc(C)c(-c2cc(NC(=O)COC(=O)c3ccc(NC(=O)CC#N)cc3)n(-c3ccccc3)n2)cc1C	-2%	9%	.	?	?	.	.
COc1ccc(OC)c(NC(=O)CCNS(=O)(=O)c2ccc3c(c2)oc(=O)n3C)c1	3%	-1%&-3%	-2	?	6%	-1%	-5
CCOC(=O)C1=C(C)N(c2ccc(C)cc2)C(=O)/C1=C\c1ccc(O)c(OC)c1	?	?	7	-30%	?	?	8
O=C(COc1ccccc1)N=C1SC2CS(=O)(=O)CC2N1c1ccc(F)cc1F (configuration not stated)	10%	-8%	-4	46%[activator]	19%	4%	14
Cc1ccc(-c2noc(C3CCCN(C(=O)c4cccc([N+](=O)[O-])c4)C3)n2)o1 (configuration not stated)	0%	0%	39*	26%	26%	-3%	85*
CCCCC(CC)CNC(=O)c1[nH]c(C)c(C(C)=O)c1C (configuration not stated)	-2%	4%	0	?	.	9%	3
O=S1(=O)CCN2C(=N1)Sc1c2ccc2c1CCCC2	0%	-18%	25*	.	.	6%	69*
CCc1ccc(N(C(=O)c2ccco2)C(C(=O)NC2CCCC2)c2cccnc2)cc1 (configuration not stated)	6%	1%	12	?	?	8%	33
NC(N)=N/N=C/c1ccc(OCc2ccc(Cl)cc2Cl)cc1	-20%	-4%	-4	?	9.3µM*	-1%	-27
O=C(CCc1ccccc1O)NC1CCCc2ccccc21 (configuration not stated)	-19%	-4%	-1	13%	13%	5%	-2
Cc1ccccc1C(=O)c1cccn1CC(=O)NCCCN1CCc2ccccc2C1	-3%	-16%	10	32%[activator]	?	2%[11.5 µM]	14
CC(=O)Nc1sc2c(c1C(c1cccc(Cl)c1)N1CCN(CCO)CC1)CCCC2 (configuration not stated)	-4%	-5%	-1	-25%	?	-2%	-5
Cc1ccc(NC(=O)C2CC(=O)N(Cc3ccco3)C2)cc1 (configuration not stated)	-5%	-2%	1	10%	0%	0%	2
Cn1c(NC(=O)C[n+]2cc(-c3ccc(Cl)c(Cl)c3)n3c2CCC3)cc(=O)n(C)c1=O	-4%[2.32 µM]	-1%	-3	0.83µM*	1.3µM*	-1%	-3
CCCCS(=O)(=O)NC1=NCN(CC)CN1	-2%	0%	-3	-19%	24%	1%	-9
CCOC(=O)C(C)Oc1cc(Cl)c(C=O)cc1OC (configuration not stated)	15%	-1%	8	23%	4%	-1%	3
COC(=O)c1cc(S(=O)(=O)NCC2CCN(Cc3cccc(F)c3)CC2)cn1C	1%	-1%&-2%	-5	?	2%	9%	-5
CC(=O)Oc1c(Br)cc(N(C(C)=O)S(=O)(=O)c2ccccc2)c2ccccc12	15%	-18%	2	?	3.3µM*	?	.
O=C(Nc1c(C(=O)Nc2cccc(F)c2)oc2ccccc12)c1ccc2c(c1)OCO2	6%	-10%	12	?	57%[activator]	3%	30
CCOc1ccc(NC(=S)Nc2ccc(OC(F)(F)F)cc2)cc1	44%[activator]	3%	-1	?	10%	6%	0

5 of the compounds above, with two lines to a compound.
The line under a structure holds: AMA1-RON2 inh	Tb PYK inh	CHX counter	Pf growth 96h	Pf growth 48h	LmPK inhibitor	Shiga inhibitor
- Cn1c(NC(=O)C[n+]2cc(-c3ccc(Cl)c(Cl)c3)n3c2CCC3)cc(=O)n(C)c1=O
    -4%[2.32 µM]	-1%	-3	0.83µM*	1.3µM*	-1%	-3
- CCCCS(=O)(=O)NC1=NCN(CC)CN1
    -2%	0%	-3	-19%	24%	1%	-9
- CCOC(=O)C(C)Oc1cc(Cl)c(C=O)cc1OC (configuration not stated)
    15%	-1%	8	23%	4%	-1%	3
- COC(=O)c1cc(S(=O)(=O)NCC2CCN(Cc3cccc(F)c3)CC2)cn1C
    1%	-1%&-2%	-5	?	2%	9%	-5
- CC(=O)Oc1c(Br)cc(N(C(C)=O)S(=O)(=O)c2ccccc2)c2ccccc12
    15%	-18%	2	?	3.3µM*	?	.
